PI4K2A block: qHTS for small molecular inhibitors of PI4K2A; Phosphatidylinositol 4-kinase type 2-alpha (Homo sapiens), Q9BTU6; hit rate 0.13% among 420,000; activity change, negative = inhibition, % at 76.9 µM; purified PI4K2A, ADP-Glo luminescence, 1 h; active compounds read low; in the data active = activity change below about -50%; inconclusive = mostly about -30% to -49%;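 note: -100% = wells without enzyme as full effect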
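In this quantitative HTS, ADP production by PI4K2A was quantified luminescently after 1 h at ambient temperature; 100 microM adenosine served as plate-quality control.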
LDHA inh: qHTS assay for inhibitors of human lactate dehydrogenase; L-lactate dehydrogenase A chain (Homo sapiens), P00338; purified LDHA, NADH/diaphorase-resazurin fluorescence; active compounds read low; activity change, % (values are at about 110 or 230 µM); hit rate 0.15% among 480,000; in the data active = activity change below about -30%; inconclusive = mostly about -25% to -30%;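 note: plate controls were DMSO wells for no effect and wells without enzyme for full effect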
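Enzyme activity of human lactate dehydrogenase 5 (2 nM; 0.06 mM NADH, 0.2 mM pyruvate, 5 min, RT) is measured via a resazurin/diaphorase fluorescence readout of residual NADH.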
RXFP1 agonist: qHTS Assay for Agonists of the Relaxin Receptor RXFP1. Relaxin receptor 1 (Homo sapiens), Q9HBX9. HEK293T-RXFP1 cAMP TR-FRET, 30 min; response scale: percent of porcine relaxin response, buffer zero. Potency, µM (highest dose often 57.5 µM), for the others: at the top dose activation, actives largely listed as activators. hit rate 0.3% among 370,000. AID 2676, 2010; note: potency is the fitted concentration of half-maximal effect; % is set by controls: 0 for no effect and ±100 for the full control effect; nearly all actives have a fitted effect of over 60% in size; many of its hits are not listed in these tables
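cAMP rise read by TR-FRET after 30 min, 37C compound exposure (up to 58 uM) in RXFP1-transfected HEK293 cells with Ro 20174 present. EC50 from Hill-equation fits, with 29 nM porcine relaxin as 100% and buffer as basal.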
IDH1 R132H inh: qHTS for Inhibitors of mutant isocitrate dehydrogenase 1 (IDH1): qHTS | IDH1-R132H enzyme, NADPH consumption, diaphorase/resazurin fluorescence | Potency, µM (series often up to 76.6 µM), for inactives: at the highest dose activity change, negative = inhibition, actives largely listed as inhibitors | hit rate 0.093% among 390,000 | AID 602179, 2012; note: potency is the fitted concentration of half-maximal effect; % is set by controls: 0 for no effect and ±100 for the full control effect; nearly all actives have a fitted effect of over 65% in size
Target sequence (O75874 whole entry R132H, stated change not applied): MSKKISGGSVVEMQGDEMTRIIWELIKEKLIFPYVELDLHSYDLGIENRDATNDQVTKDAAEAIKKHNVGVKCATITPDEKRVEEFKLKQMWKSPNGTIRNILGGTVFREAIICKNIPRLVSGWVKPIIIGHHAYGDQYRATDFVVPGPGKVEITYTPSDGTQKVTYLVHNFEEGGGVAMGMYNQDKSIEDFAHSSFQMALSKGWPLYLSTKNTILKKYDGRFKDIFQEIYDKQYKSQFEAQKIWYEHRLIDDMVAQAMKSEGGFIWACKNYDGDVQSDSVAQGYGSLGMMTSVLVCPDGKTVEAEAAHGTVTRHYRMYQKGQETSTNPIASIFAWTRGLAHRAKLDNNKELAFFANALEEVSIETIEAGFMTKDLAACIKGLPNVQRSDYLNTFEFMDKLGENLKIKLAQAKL
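IDH1-R132H (0.5 ug/mL dispensed) in pH 7.5 Tris buffer was preincubated 30 min with compound, then given a substrate mix of 0.016 mM NADPH and 2 mM alpha-KG for 80 min at room temperature; remaining NADPH was read by diaphorase/resazurin fluorescence.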
Vif-A3G inh: qHTS for Inhibitors of Vif-A3G Interactions: qHTS; DNA dC->dU-editing enzyme APOBEC-3G (Homo sapiens), Q9HC16; HeLa A3G-eYFP + Vif (tagged APOBEC3G with the HIV-1 protein that degrades it), YFP fluorescence, overnight; Potency, µM (highest dose often 46.1 µM), for the others: at the top dose activity, negative = active, most hits filed as inhibitors; hit rate 0.076% among 410,000;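 note: potency is the fitted concentration of half-maximal effect; % is set by controls: 0 for no effect and ±100 for the full control effect; nearly all actives have a fitted effect of over 60% in size; hits raise eYFP signal because A3G escapes Vif-driven loss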
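HeLa cells stably expressing Vif and C-terminally eYFP-tagged A3G, seeded overnight at 37 deg C, then exposed to compound by pintool overnight at 37 deg C. Rise in yellow fluorescence (Ex 488/Em 500-530, Acumen) marks blocked Vif-driven A3G degradation.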
TrxR1 substrate: qHTS Assay for Substrates of Mammalian Selenoprotein Thioredoxin Reductase 1 (TrxR1): qHTS; Thioredoxin reductase 1, cytoplasmic (Rattus norvegicus), O89049; purified TrxR1 substrate turnover, NADPH consumption readout; Potency, µM (doses to about 114 µM), for inactives: at the top dose activity change, negative = substrate turnover; hit rate 0.01% among 390,000; AID 588456, 2011; note: potency is the fitted concentration of half-maximal effect; % is set by controls: 0 for no effect and ±100 for the full control effect; nearly all actives have a fitted effect of over 50% in size
Target sequence (O89049 whole entry, looked up): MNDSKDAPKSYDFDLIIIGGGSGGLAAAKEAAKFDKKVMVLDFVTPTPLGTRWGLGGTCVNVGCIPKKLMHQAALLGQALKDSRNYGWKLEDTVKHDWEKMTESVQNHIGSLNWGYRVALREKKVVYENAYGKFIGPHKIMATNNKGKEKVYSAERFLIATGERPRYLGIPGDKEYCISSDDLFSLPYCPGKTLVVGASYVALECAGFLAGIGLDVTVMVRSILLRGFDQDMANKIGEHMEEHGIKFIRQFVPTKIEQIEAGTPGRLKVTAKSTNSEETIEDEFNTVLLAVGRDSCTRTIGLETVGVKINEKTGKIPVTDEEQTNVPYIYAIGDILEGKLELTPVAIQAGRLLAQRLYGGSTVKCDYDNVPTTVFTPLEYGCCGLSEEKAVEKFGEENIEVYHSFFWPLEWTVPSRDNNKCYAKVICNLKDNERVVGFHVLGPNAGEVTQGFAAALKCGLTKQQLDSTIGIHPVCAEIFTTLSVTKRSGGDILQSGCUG
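Rat TrxR1, dispensed at 90 nM, was prereduced with 400 uM NADPH (final) for 5 min at ~22 deg C, then incubated with compound 15 min before 400 uM selenite. A first-read NADPH fluorescence drop versus no-compound background flagged substrates.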
Glioma ERSR ind: qHTS for Inducers of the Endoplasmic Reticulum Stress Response (ERSR) in Human Glioma: qHTS | U87-MG GRP78 promoter luciferase reporter, 16 h | Potency, µM, inactives show at the top dose activation, usual class: activators | hit rate 0.02% among 420,000 | AID 602332, 2012; note: potency is the fitted concentration of half-maximal effect; series mostly up to about 76 µM; % of control where 0% means no effect; nearly all actives have a fitted effect of over 35% in size
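ERSR induction read as luciferase luminescence (Bright-Glo, 10 min at room temperature) in stably transfected human U87-MG glioma cells exposed to compounds for 16 h, using GRP78 as sensor.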
Vif-A3F inh: qHTS for Inhibitors of Vif-A3F Interactions: qHTS; HeLa A3F-eYFP + Vif (tagged APOBEC3F with the HIV-1 protein that degrades it), YFP fluorescence increase; Potency, µM (doses to about 46.1 µM), inactives show top-dose activity, negative = active; hit rate 0.2% among 390,000; note: potency is the fitted concentration of half-maximal effect; % of control where 0% means no effect; nearly all actives have a fitted effect of over 65% in size
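HeLa cells stably expressing A3F-eYFP plus Vif, plated and incubated overnight at 37 deg C, then exposed to compounds overnight at 37 deg C. Blocked degradation read as raised yellow fluorescence (Ex 488/Em 500-530).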
USP1-UAF1 inh: Inhibitors of USP1/UAF1: Primary Screen; hit rate 0.23% among 390,000; AID 743255, 2014; Potency, µM (top dose mostly 57.1 µM), for inactives: at the top dose activity change, negative = inhibition, usual class: inhibitors; recombinant USP1/UAF1, Ub-Rhodamine cleavage fluorescence; note: potency is the fitted concentration of half-maximal effect; % is set by controls: 0 for no effect and ±100 for the full control effect; nearly all actives have a fitted effect of over 60% in size; inactives centre near -12
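Step one: compound is pinned into 1nM USP1/UAF1 in HEPES pH 7.8 buffer with TCEP. Step two: 15 min room-temperature incubation. Step three: Ub-Rho (150nM final) starts cleavage, tracked by fluorescence over six one-minute reads.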
Active calls of the source: *; ? = inconclusive; · = no result given; & = joins results of further samples; [ ] = another dose, or the depositor's remark. Unless noted, calls come from the whole dose curve; as a rule, active = well fitted curve in the direction sought with a large enough effect; inconclusive = small, poorly fitted or top-dose-only effect, or another doubt; inactive = no such curve, though single readings can be large; an effect the other way counts as inactive or inconclusive. Not all compounds are listed; count on the stated rates, not on these rows.

SMILES | PI4K2A block | LDHA inh | RXFP1 agonist | IDH1 R132H inh | Vif-A3G inh | TrxR1 substrate | Glioma ERSR ind | Vif-A3F inh | USP1-UAF1 inh
Cn1cccc1C(C(=O)NC1CCCCC1)N(C(=O)Cc1cccs1)C1CC1 (centres undefined) | -4 | 1 | -0.4% | 0% | 1% | -8% | -3% | -5% | -21%
Cc1c(C)c2c(C)[nH]nc2oc1=O | -12 | -2 | 2.5% | 3% | -2% | 3% | -1% | 0% | -21%
Cc1ccc(NS(=O)(=O)c2ccc(CCC(=O)O)cc2)cc1 | 0 | -3 | 1.8% | 5% | 0% | 2% | 0% | -7% | -8%
O=C(O)c1ccccc1N=Nc1ccc(O)cc1 | -5 | -3 | · | -8% | -20% | -24% | -3% | -4% | -21%
CCCc1nc2ccc(NC(C)=O)cc2c(=O)n1Cc1ccccc1Cl | 3 | -8 | 0.7% | -4% | 0% | 3% | 1% | 0% | -6%
COc1ccc(Cl)cc1NC(=S)NC(=O)c1ccco1 | 7 | 1 | -0.1% | -1% | -4% | -5% | -3% | -6% | ?
COc1cc2[nH]c(C(=O)N3CCN(c4ccc(F)cc4)CC3)cc2c(OC)c1OC | 5 | -5 | 4.4% | 2% | 1% | 9%[57.1 µM] | 7% | 3% | -4%
CC(C)c1ccc(-n2ccnc2SCC(=O)O)cc1 | 0 | -4 | -0.3% | -2% | -1% | 5% | -1% | -2% | -15%
COc1ccc(C)cc1-n1c(-c2ccc(C)cc2)cc2c1CC(C)(C)CC2=O | -2 | 1 | 16% | -15% | 2% | 3% | -4% | -3% | -4%
COc1ccc(NC(=O)C2CC(=O)OC2c2ccccc2)cc1 (centres undefined) | -2 | -3 | 2.4% | 3% | 0% | -9% | 3% | -4% | -6%
O=C(/C=C/c1ccc(Cl)cc1)N1CCC(c2nc3ccccc3o2)CC1 | -4 | -1&1 | 3.8% | 14% | -1% | -5% | 0% | 3% | -8%
CC1CCN(C(=O)c2[nH]cnc2C(=O)N2CCN(c3ccccc3)CC2)CC1 | -3 | -5 | -0.2% | -3% | 2% | 9% | -2% | 3% | -20%
COc1ccc2cc(C#N)c(SCC(=O)N3CCCC3)nc2c1 | 6 | -3 | 0.4% | 5% | 2% | 18% | 1% | -1% | -14%
CCN(CC(=O)Nc1cccc(C(C)=O)c1)S(=O)(=O)c1ccc(C)cc1 | -7 | 2 | -0.7% | 10% | -2% | -11%[57.1 µM] | -2% | -2% | -11%
CCN(CC)S(=O)(=O)c1ccc(C(=O)NCc2ccc3c(c2)cc(C)n3C)cc1 | 0 | -3 | 0.5% | 8% | 0% | 6%[57.1 µM] | -2% | 2% | -16%
COC(=O)CSc1[nH]c2ccc(F)cc2c1[N+](=O)[O-] | 3 | -1 | 0.0% | 15% | 2% | -2% | -8% | -21% | -20%
COc1ccc(C=O)cc1COc1ccccc1F | -3 | 3 | 6.8% | -5% | ? | 3% | -2% | -25% | 6%
Cc1nnc(N2C(=O)C(O)=C(C(=O)c3ccco3)C2c2ccc(C(C)(C)C)cc2)s1 (centres undefined) | 3 | 1 | 20% | 16% | -12% | -17% | 6% | 5% | 8%
C=CCN1C(=O)C2(C(C#N)=C(N)Oc3n[nH]c(CCC)c32)c2ccccc21 (centres undefined) | 8 | 6 | 0.6% | 10% | -7% | -9% | -1% | 7% | -6%
c1ccc(COc2ccccc2CNCc2cccnc2)cc1 | -3 | 1 | 0.2% | 2% | 4% | -1% | -2% | -8% | ?
CN1CCN(/N=C2/C(=O)Nc3ccc([N+](=O)[O-])cc32)CC1 | -5 | 8 | -1.0% | -2% | 1% | -6% | 1% | -12% | -14%
CCCCc1ccc(NC(=O)CN2C(=O)NC(Cc3ccccc3)C2=O)cc1 (centres undefined) | 2 | 1 | -0.2% | 0% | -1% | -5%[57.1 µM] | -3% | 1% | -7%
O=C(O)C1CCC(=O)N1C1c2ccccc2Oc2ccccc21 (centres undefined) | 4 | -2 | 1.6% | -5% | 2% | 12%[57.1 µM] | -2% | 0% | -13%
Cc1cc(C(=O)Nc2ccc(S(=O)(=O)N3CCOCC3)cc2)ccc1[N+](=O)[O-] | 1 | -4 | 0.0% | -1% | 0% | -6% | -3% | -3% | -18%
O=C1CCn2nc(-c3ccc(Cl)cc3)cc2N1 | 0 | 0 | 1.9% | 2% | -22% | 6%[57.1 µM] | 1% | -2% | -13%
COCCNC(=O)/C(C#N)=C/c1cccs1 | 4 | -7 | -0.1% | 10% | -2% | -2%[57.1 µM] | -11% | 5% | -24%
O=C(CCc1ccccc1)N1CCCN(C(=O)CCc2ccccc2)CC1 | -1 | -12 | -0.4% | 4% | -4% | -6% | -5% | -1% | -14%
CN1/C(=C\C(=O)c2ccco2)C(C)(C)c2ccccc21 | -9 | 10 | 0.4% | 10% | ? | 2%[57.1 µM] | 2% | 0% | ?
CCc1nc(CN2CCN(c3ccc(C(F)(F)F)cn3)CC2)c(C)[nH]1 | 2 | -6 | -0.9% | 4% | 3% | 3% | -2% | 2% | -22%
Cc1ccc(S(=O)(=O)N2CCC(C(=O)OCC(=O)N3CC(C)CC(C)C3)CC2)cc1C (centres undefined) | 0 | -1 | -0.4% | -2% | 1% | -7%[57.1 µM] | -6% | -2% | -5%
COc1ccc(NC(=O)CSc2nnc(CNC(=O)COc3ccc(Cl)cc3)o2)c(OC)c1 | 6 | -2 | 0.6% | -4% | -2% | -10% | -4% | 0% | -5%
COc1ccc(F)cc1C(=O)C1CCCN(C(=O)c2ocnc2C)C1 (centres undefined) | 2 | -2 | -0.4% | -4% | 0% | 6% | -3% | -15% | -21%
O=C(Nc1ccc(Cl)cc1)c1nc[nH]c1C(=O)N1CCc2ccccc2C1 | -3 | 0 | 1.8% | -1% | 5% | -1% | -4% | -4% | ?
CC1CCCC(C)N1C(=O)CSc1nnc(C2CCCCC2)o1 (centres undefined) | 4 | -2 | 0.4% | 2% | 4% | -6% | 0% | -1% | -16%
CCc1nc2ccc(C(=O)NCc3ccc(OC)cc3)cn2c1N(CCC(C)C)CCN(C)C | -1 | -5 | · | · | 0% | · | -1% | · | ·
COC(=O)c1sccc1NC(=O)CSCCc1ccncc1 | 3 | -6 | -0.6% | 2% | -7% | 8%[57.1 µM] | 2% | 7% | -17%
Cc1ccsc1CN1CC(=O)N(c2c(C)cccc2C)C1=S | -5 | 4 | 0.1% | 1% | -4% | -13%[57.1 µM] | -5% | 4% | -18%
Cc1cc(C)n(S(=O)(=O)c2cccc([N+](=O)[O-])c2)n1 | 1 | -11 | 0.4% | 13% | 0% | 8%[57.1 µM] | -1% | -6% | -5%
N#Cc1cc(-c2ccc(Cl)cc2)cn(Cc2c(Cl)cccc2Cl)c1=O | -3 | -7 | 6.9% | 13% | 2% | 98%[activator] | 3% | -1% | -3%
COc1ccc(CNC(=O)Nc2ccc3c(c2)N(C)C(=O)CS3)cc1 | 1 | -4 | -1.9% | -3% | 1% | 1% | -1% | 0% | -14%
Cc1cccc(NC(=O)CC2C(=O)OCCN2Cc2ccccc2)c1 (centres undefined) | 0 | -2 | 0.7% | 5% | -2% | 4% | -1% | 0% | -14%
CC1CCCCN1S(=O)(=O)c1ccc2c(c1)C(C)(C)C(=O)N2C (centres undefined) | -2 | -13 | -0.1% | -9% | 1% | 12%[57.1 µM] | 1% | 0% | -17%
COc1ccc(/C=C/c2cc(C(F)(F)F)[nH]c(=O)n2)cc1OC | -10 | -19 | 0.4% | 8% | ? | -3%[57.1 µM] | -8% | ? | -30%
CCC1CCCCN1C(=S)Nc1ccc(C(C)=O)cc1 (centres undefined) | 6 | -3 | 2.5% | 12% | -1% | -9% | -2% | 2% | -22%
CCN1C(Nc2ccccc2)=NC[C@@H]1Cc1ccccc1 | -2 | -7 | -2.2% | 5% | -3% | 5% | -5% | 0% | -19%
Cc1cnc(NC(=O)CSc2ccccc2)s1 | 0 | -5 | 1.8% | -1% | 2% | 9% | 5% | 4% | -4%

Two entries drawn at random from the list so far, as already listed:
SMILES | PI4K2A block | LDHA inh | RXFP1 agonist | IDH1 R132H inh | Vif-A3G inh | TrxR1 substrate | Glioma ERSR ind | Vif-A3F inh | USP1-UAF1 inh
CCN1C(Nc2ccccc2)=NC[C@@H]1Cc1ccccc1 | -2 | -7 | -2.2% | 5% | -3% | 5% | -5% | 0% | -19%
COc1ccc(/C=C/c2cc(C(F)(F)F)[nH]c(=O)n2)cc1OC | -10 | -19 | 0.4% | 8% | ? | -3%[57.1 µM] | -8% | ? | -30%

One compound at a time, from the list above. Order of values: PI4K2A block | LDHA inh | RXFP1 agonist | IDH1 R132H inh | Vif-A3G inh | TrxR1 substrate | Glioma ERSR ind | Vif-A3F inh | USP1-UAF1 inh
Cc1cnc(NC(=O)CSc2ccccc2)s1 reads 0 | -5 | 1.8% | -1% | 2% | 9% | 5% | 4% | -4%
CCC1CCCCN1C(=S)Nc1ccc(C(C)=O)cc1 (centres undefined) reads 6 | -3 | 2.5% | 12% | -1% | -9% | -2% | 2% | -22%
